# APP 5'UTR act: APP 5'UTR luciferase reporter activation. hit rate 1% among 190,000. SH-SY5Y APP 5'UTR luciferase reporter, luminescence; zero percent = DMSO vehicle wells. activation, % at 2 µM;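 active = activation above a set limit, based on mean plus 3 SD of controls, cut at about 140% in these data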; also: values of inactives mirror those of a sister screen read the other way
# FLuc stim CS: affects firefly luciferase, flagging false hits in luciferase stimulation screens; P08659; ATPlite luciferase biochemical, luminescence, 10 min; 0 = ATP-free wells, 1 = DMSO control; activation factor at 10 µM; 200,000 tested, under 10 active;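 active = luciferase activation factor, scaled between plate controls, of at least 2 with compound at 10 µM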
# Target sequence (P08659 whole entry, looked up): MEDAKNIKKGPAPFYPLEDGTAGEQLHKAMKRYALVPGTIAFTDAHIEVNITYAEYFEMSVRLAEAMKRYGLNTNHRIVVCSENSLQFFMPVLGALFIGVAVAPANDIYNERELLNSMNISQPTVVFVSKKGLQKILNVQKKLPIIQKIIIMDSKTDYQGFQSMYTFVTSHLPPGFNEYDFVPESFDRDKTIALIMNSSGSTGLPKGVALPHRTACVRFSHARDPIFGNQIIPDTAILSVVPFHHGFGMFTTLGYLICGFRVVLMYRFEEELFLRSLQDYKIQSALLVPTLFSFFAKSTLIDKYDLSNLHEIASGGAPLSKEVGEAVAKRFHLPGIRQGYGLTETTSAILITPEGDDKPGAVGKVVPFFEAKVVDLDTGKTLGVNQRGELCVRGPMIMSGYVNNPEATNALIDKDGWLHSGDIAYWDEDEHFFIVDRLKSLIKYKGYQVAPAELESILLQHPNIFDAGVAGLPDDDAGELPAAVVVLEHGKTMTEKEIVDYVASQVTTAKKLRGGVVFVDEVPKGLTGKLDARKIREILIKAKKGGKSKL
#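 Assay system: Luciferase/luciferin reagent mix; Medium: PBS as buffer for the ATP substrate; Dosing: test compounds dosed from 2 mM stocks in 100% DMSO; Times: 10 min, room temperature; Signal: luminescence from luciferase reaction; Read-out: luciferase activation; Controls: No-ATP low control, compound-free enzyme-plus-ATP high control.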
# TNAP inh hi DEA: blocks human TNAP under high phosphate acceptor concentration; purified TNAP, CDP-star luminescence, 1 M DEA; inhibition, % at 20 µM; hit rate 0.03% among 200,000; AID 1135; P05186;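 active = over 50% inhibition of tissue-nonspecific alkaline phosphatase at 20 µM in the single-dose screen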;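 also: plate controls were DMSO wells for no effect and EDTA-quenched wells as full inhibition for full effect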
# PMI act: activators of human phosphomannose isomerase; purified human PMI, coupled resazurin fluorescence, 20 min; hits give high values; 1 = vehicle control, 0 substrate-free wells; activation factor at 20 µM; hit rate 0.005% among 190,000;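 active = activation factor of 2 or more at 20 µM, relative to plate controls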
# Target sequence (P34949 whole entry, looked up): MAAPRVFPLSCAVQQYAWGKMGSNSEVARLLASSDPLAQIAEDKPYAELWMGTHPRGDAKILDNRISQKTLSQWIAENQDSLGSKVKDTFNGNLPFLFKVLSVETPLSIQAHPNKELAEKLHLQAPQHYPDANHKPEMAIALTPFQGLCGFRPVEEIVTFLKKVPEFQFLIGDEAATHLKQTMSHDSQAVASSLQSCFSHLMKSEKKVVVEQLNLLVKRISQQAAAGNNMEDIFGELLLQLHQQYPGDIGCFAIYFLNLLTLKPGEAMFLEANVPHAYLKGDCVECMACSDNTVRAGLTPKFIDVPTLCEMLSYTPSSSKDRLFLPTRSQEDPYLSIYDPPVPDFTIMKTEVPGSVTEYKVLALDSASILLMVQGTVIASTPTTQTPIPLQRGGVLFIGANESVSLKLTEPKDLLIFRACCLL
# FLuc inhib CS: Photinus pyralis luciferase inhibition counter-screen. P08659. ATPLite firefly luciferase biochemical luminescence, 10 min. inhibition, % at 10 µM. hit rate 1.5% among 200,000. AID 1006;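 active = inhibition above about 50% when tested at 10 µM, limit read from the data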
# NF-kB neuron act: raises NF-kB expression in human neuronal cells; hit rate 1.6% among 190,000; AID 1239; NF-kB reporter expression; hits give high values; fold change at 12.5 µM; in the data active = fold change above about 3.3
# bIAP act: increases bovine intestinal alkaline phosphatase activity; purified bovine IAP, CDP-star luminescence, 30 min; hits give high values; fold of DMSO-control signal, blank-subtracted; activation factor at 20 µM; hit rate 0.17% among 200,000;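 active = activation factor of 2 or more at 20 µM, a signal rise over negative controls twice the positive control's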
# TNAP inh no acc: TNAP (human) inhibition, acceptor-free conditions; purified TNAP, CDP-star luminescence, 30 min; inhibition, % at 20 µM; AID 1012; hit rate 0.26% among 200,000; P05186;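 active = tissue-nonspecific alkaline phosphatase inhibition above about 50% at 20 µM in the single-dose screen, limit read from the data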;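 also: 0% = DMSO negative control and 100% = EDTA positive control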
# TNAP act hiacc: increases human TNAP activity under high phosphate acceptor concentration | 200,000 tested, under 10 active | purified TNAP, CDP-star luminescence, 1 M DEA, 30 min; hits give high values; 0 = EDTA background, 1 = DMSO-only activity | P05186 | activation factor at 20 µM;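 active = activation factor at least 2 at 20 µM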
#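 Control set: EDTA negative control, DMSO positive control / Assay system: human TNAP / Quantity: TNAP 1/800 final / Evaluation: TNAP activation factor scaled between EDTA and DMSO control wells / Measured by: luminescent substrate turnover signal / Compound dosing: one dose, 20 µM / Times: 30 min enzyme reaction at room temperature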
# PMI act satM6P: activators of human phosphomannose isomerase at near-saturating mannose 6-phosphate; P34949; coupled PMI enzyme assay, resazurin fluorescence, 20 min; hits give high values; 1 = untreated enzyme, 0 = substrate-free blank; activation factor at 20 µM; hit rate 0.34% among 190,000; AID 1216;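 active = activation factor of 2 or more at 20 µM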
#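 Material: human phosphomannose isomerase with PGI, G6PDH, diaphorase coupling enzymes / Reagent: Man-6-P substrate 1.0 mM / Dosing: single compound dose of 20 µM, 1% DMSO final / Incubation: enzyme reaction with compound 20 min at room temperature / Signal: resorufin fluorescence (Ex 544/Em 590 nm) from resazurin via diaphorase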
# The depositor's hits bear a star.
SMILES,APP 5'UTR act,FLuc stim CS,TNAP inh hi DEA,PMI act,FLuc inhib CS,NF-kB neuron act,bIAP act,TNAP inh no acc,TNAP act hiacc,PMI act satM6P
COc1cc(OC)cc(C(=O)NNC(=S)Nc2ccccc2OC)c1,16,0.9,-5,1,14,1.3,1,-168,1.1,1
Cc1nn(-c2ccccc2)c(N2CCCC2)c1/C=N/NC(=O)c1cccc(S(=O)(=O)Nc2ccc(Cl)cc2)c1,-1,1.1,-3,0.9,-6,0.82,1.9,15,1,1
CCOC(=O)C1CCCN(c2c(NCCCN(C)c3ccccc3)c(=O)c2=O)C1 (configuration not stated),5,1,-1,0.9,-4,1.1,1,-8,1,0.9
COc1ccc(-c2nc3n(c(=O)c2C#N)CCCS3)cc1,-1,1,-5,1,-2,1.3,1,-10,1.1,1.1
CC(C)OC(=O)c1cc2c(ccn2C)n1CC(=O)N(Cc1ccccc1)c1ccccc1,-8,1,-1,0.9,1,1.1,1,-1,1,0.7
COc1cc2[nH]c(=O)n(CCCC(=O)NCCc3ccccc3)c(=O)c2cc1OC,10,1.1,-3,1.1,-6,0.93,1,1,1,1
COc1cc(C(=O)Nc2cc(C)c(OCC(=O)N3CCOCC3)c(C)c2)cc(OC)c1OC,3,1,-7,1,0,0.86,1.2,-12,1.1,1
CC(=O)Nc1cccc(NC(=O)c2ccco2)c1,8,1,-3,0.9,-5,0.87,1,-10,1,0.9
O=C(N/N=C\c1cccs1)c1sccc1-n1cccc1,-12,1,-4,1,2,1.1,1,-20,1,1.1
Cn1c(O)c(C=NC(CC(N)=O)C(=O)O)c(=O)n(C)c1=O (configuration not stated),6,1.1,-6,1.1,-5,1.4,1.2,-11,1.1,1.1
COc1cc(C2Nc3ccc4ncccc4c3C3=C2C(=O)CCC3)ccc1O (configuration not stated),-22,1.1,-5,0.9,-7,1.8,1,-1,1,0.5
CCN(C(=O)COC(=O)/C=C/c1ccccc1)C1CCCCC1,-8,1,-2,1.1,-2,1,1.4,-1,1,1
CCn1ncc(NC(=S)NCCc2ccccc2)c1C(N)=O,-12,1,-2,1,0,1.4,1,-8,1,0.9
CS(=O)(=O)Nc1ccccc1C(=O)N1CCOCC1,-9,1,-1,1,-4,2.6,0.9,-8,1,1
Cc1cc2c3c(c1)C1(SCC(=O)N1c1ccc(F)cc1)C(=O)N3C(C)(C)CC2C (configuration not stated),-8,1,22,0.9,-3,0.67,1,-9,0.8,0.9
NC1=NC(=O)C2(COC(c3cccnc3)OC2)S1 (configuration not stated),-24,1,-7,1.1,-4,1.2,1,-10,1.1,1
O=C(CCNS(=O)(=O)c1cccc2nsnc12)NCCc1ccccc1,19,1,0,0.8,-1,1.1,0.9,-6,1,0.8
C=CCN1C(=O)C(CC(=O)O)SC1=Nc1ccc(C)cc1 (configuration not stated),9,1.1,0,1,-6,1.1,0.9,-3,1,1.1
O=C(NCSc1ccnc(SCNC(=O)c2ccc(F)cc2)n1)c1ccc(F)cc1,14,1,-1,0.9,-1,1.3,0.8,-1,1,1
O=C(NNc1nc2ccccc2nc1C(F)(F)F)c1ccccc1,9,1.1,12,1,-5,0.97,0.9,14,0.9,1
CCOc1ccc(C(=O)Nc2c3c(nn2-c2cccc(Cl)c2)CS(=O)C3)cc1 (configuration not stated),-11,1.2,0,1,-16,1.1,1,-1,1,1
CC(=O)Nc1c(C(=O)NCc2ccccc2)nnn1Cc1ccccc1,-1,1.1,-7,1,-6,1.2,0.9,-9,1.1,0.9
CCOC(=O)CNC(=O)c1ccc(C#CC2(O)CCCCC2)cc1,1,1,1,1,-4,1.4,1,-18,1,1
COc1ccc(C2CC(c3ccc(Cl)cc3Cl)Nc3nc(N)nn32)cc1 (configuration not stated),-2,1,-2,0.9,1,0.74,1.1,-6,1,0.9
CC(=O)c1cccc(NC(=S)NC(=O)CC(C)C)c1,18,1,-3,1,-4,1.6,0.8,-8,1,1
C/C(=N/NC(=O)CN1CCN(S(=O)(=O)c2ccc(Br)cc2)CC1)c1cccnc1,-10,1.1,1,1,-5,1.2,1,-12,1,1
CC1=CC(C)(C)N(S(=O)(=O)c2ccc(F)cc2)c2ccccc21,-18,1,-4,0.9,-5,1.3,0.4,-9,1,0.9
O=C1CC(c2ccccc2)CC(O)=C1C=NCCCO (configuration not stated),-1,1,-8,0.9,-4,1.1,0.9,-13,1.1,0.9
OC(COc1ccccc1)CN1CCN(Cc2ccc3c(c2)OCO3)CC1 (configuration not stated),-4,1,-5,1.2,0,0.96,1,-8,1,1.3
CC(C)Cc1cc(C(=O)Nc2ccc3c(c2)OCO3)no1,49,0.6,1,0.9,44,2.7,0.9,-3,1,0.9
CC(=O)NS(=O)(=O)c1ccc(NS(=O)(=O)c2ccc(F)cc2)cc1,-4,1.1,-11,0.9,-7,0.94,0.9,-15,1.1,1
OC(COc1ccccc1)Cn1cc(Br)cn1 (configuration not stated),22,1.1,-3,1,-7,1.1,1,-8,1,1
CCOC(=O)c1cc(C(=O)OCC)c2ccccn2c1=O,-20,1.1,-1,1,-5,1,1,-15,1,1
O=C1CCC([N+](=O)[O-])C(c2ccc(Cl)cc2)N1 (configuration not stated),6,1,-3,1,-4,1.1,0.9,-8,1,1
C=CCc1c(C)nc(N)[nH]c1=O,-22,1,1,1,1,1.2,0.9,-5,1,0.9
CCOc1ccc(/C=C(/NC(=O)c2ccccc2)C(=O)NCCC(=O)O)cc1,4,1.1,-7,1,-10,1.1,1,-10,1.1,1

# In a second layout: results already given.
compound | APP 5'UTR act | FLuc stim CS | TNAP inh hi DEA | PMI act | FLuc inhib CS | NF-kB neuron act | bIAP act | TNAP inh no acc | TNAP act hiacc | PMI act satM6P
CC(=O)Nc1c(C(=O)NCc2ccccc2)nnn1Cc1ccccc1 | -1 | 1.1 | -7 | 1 | -6 | 1.2 | 0.9 | -9 | 1.1 | 0.9
CCOC(=O)CNC(=O)c1ccc(C#CC2(O)CCCCC2)cc1 | 1 | 1 | 1 | 1 | -4 | 1.4 | 1 | -18 | 1 | 1
COc1ccc(C2CC(c3ccc(Cl)cc3Cl)Nc3nc(N)nn32)cc1 (configuration not stated) | -2 | 1 | -2 | 0.9 | 1 | 0.74 | 1.1 | -6 | 1 | 0.9
CC(=O)c1cccc(NC(=S)NC(=O)CC(C)C)c1 | 18 | 1 | -3 | 1 | -4 | 1.6 | 0.8 | -8 | 1 | 1
C/C(=N/NC(=O)CN1CCN(S(=O)(=O)c2ccc(Br)cc2)CC1)c1cccnc1 | -10 | 1.1 | 1 | 1 | -5 | 1.2 | 1 | -12 | 1 | 1
CC1=CC(C)(C)N(S(=O)(=O)c2ccc(F)cc2)c2ccccc21 | -18 | 1 | -4 | 0.9 | -5 | 1.3 | 0.4 | -9 | 1 | 0.9
O=C1CC(c2ccccc2)CC(O)=C1C=NCCCO (configuration not stated) | -1 | 1 | -8 | 0.9 | -4 | 1.1 | 0.9 | -13 | 1.1 | 0.9
OC(COc1ccccc1)CN1CCN(Cc2ccc3c(c2)OCO3)CC1 (configuration not stated) | -4 | 1 | -5 | 1.2 | 0 | 0.96 | 1 | -8 | 1 | 1.3
CC(C)Cc1cc(C(=O)Nc2ccc3c(c2)OCO3)no1 | 49 | 0.6 | 1 | 0.9 | 44 | 2.7 | 0.9 | -3 | 1 | 0.9
CC(=O)NS(=O)(=O)c1ccc(NS(=O)(=O)c2ccc(F)cc2)cc1 | -4 | 1.1 | -11 | 0.9 | -7 | 0.94 | 0.9 | -15 | 1.1 | 1
OC(COc1ccccc1)Cn1cc(Br)cn1 (configuration not stated) | 22 | 1.1 | -3 | 1 | -7 | 1.1 | 1 | -8 | 1 | 1
CCOC(=O)c1cc(C(=O)OCC)c2ccccn2c1=O | -20 | 1.1 | -1 | 1 | -5 | 1 | 1 | -15 | 1 | 1

# Continued.
SMILES,APP 5'UTR act,FLuc stim CS,TNAP inh hi DEA,PMI act,FLuc inhib CS,NF-kB neuron act,bIAP act,TNAP inh no acc,TNAP act hiacc,PMI act satM6P
COc1ccccc1CNC(=O)c1c(O)c2cc(OC)c(OC)cc2[nH]c1=O,13,1,-8,1,-5,0.84,1,-6,1.1,1.1
CCOc1ccc(NC(=O)Nc2nnc(CC)s2)cc1,10,1,-9,1.1,1,2.2,0.9,-11,1.1,1.1
N#Cc1cc(C(=O)c2cc(Br)ccc2O)cn(C2CC2)c1=O,0,1,-1,1.1,-4,1,1.1,-33,1,1
O=C(O)C1C2C=CC(C2)C1C(=O)NCc1ccoc1 (configuration not stated),11,1.1,-4,0.9,-6,1.1,1,-1,1,0.9
CN1CCN(S(=O)(=O)c2ccc(-c3ccccc3)cc2)CC1,0,1.1,-4,0.9,-7,0.93,1,1,1,1
COc1cccc(NC(=O)c2oc3ccccc3c2NC(=O)c2ccc3c(c2)OCO3)c1,36,0.6,-5,1,40,0.57,0.9,-7,1,1
CC(=O)C(C)Oc1ccc2c3c(c(=O)oc2c1C)CCCC3 (configuration not stated),21,1,-5,1,-4,1.2,1,-12,1,0.9
Cc1cccc[n+]1CC(=O)/C=C1\N(C)c2ccccc2C1(C)C,4,1,1,1,4,0.74,0.6,-7,1,0.9
Cc1ccc2c(c1)N(CC(=O)N1CCN(c3nc4ccccc4s3)CC1)C(=O)C(C)O2 (configuration not stated),20,1,-3,0.9,-4,0.67,1.1,-11,1,1
CCOc1cccc(Oc2ncccc2C(=O)/C(C#N)=C/N(C)C)c1,-9,1,1,0.9,3,0.99,1,-4,1,1
CCn1c(CNc2ccc(F)cc2)nnc1SCCN1CCCCC1,7,1,-4,0.9,-3,1.6,1.1,-11,1,0.8
O=C(Nc1nn(Cc2ccc(Cl)cc2)cc1Br)c1ccc(COc2ccccc2Cl)o1,-10,1,-1,0.8,-4,0.88,0.6,-4,1,0.9
Fc1cccc(Cl)c1-c1nnc2ccc(C(F)(F)F)cn12,0,1,1,1,-1,1.1,1,-7,1,1
CC(C)c1cc(C(=O)Nc2cccc(Cl)c2)no1,187*,0.7,-1,1,26,11*,0.8,-7,1,1
COCCNC(=O)C(c1cccs1)N(C(=O)Cn1nnc2ccccc21)c1cccc(C(C)=O)c1 (configuration not stated),-7,1.1,-4,1,-5,0.96,1,-11,1,1.1
O=C(O)CC(c1cccc2ccccc12)N1Cc2ccccc2C1=O (configuration not stated),-13,1,-3,1,-2,1.1,1.2,-4,1,1
Cc1cc(=O)oc(C)c1C(=O)NC12CC3CC(CC(C3)C1)C2,6,1,-5,1,-1,2,0.9,-5,1.1,1
O=C(NCC(c1cccs1)N1CCOCC1)c1ccc([N+](=O)[O-])cc1 (configuration not stated),4,1,6,0.9,-2,1.2,0.8,-5,0.9,0.9
Brc1cccc(-c2nc(-c3ccncc3)no2)c1,37,0.8,0,1.1,15,1.8,0.9,-8,1,1.1
O=C(/C=C/c1ccc(Cl)cc1)N1CCN(c2ccc([N+](=O)[O-])c(N3CCOCC3)c2)CC1,4,1,6,1,-2,0.34,1,7,0.9,1
CCCCCCCCNC(=O)C(CCC(=O)OCc1ccccc1)NC(C)=O (configuration not stated),2,1,-3,0.9,-3,1,1.2,-3,1,1
Oc1ccc(CNc2ccc(F)cc2)c2cccnc12,-3,1.1,-6,0.6,-7,0.98,1,-12,1.1,0.3
